UBC13 inh: blocks human UBC13 polyubiquitin chain formation; TR-FRET; 0.47% of 330,000 active; inhibition, % at 20 µM; AID 485273; in the data active = inhibition above about 45%, passing the limit was not always enough
SENP8 block-1: inhibitors of human SENP8 protease. Q96LD8. purified SENP8, Z-RLRGG-aminoluciferin cleavage, luminescence. inhibition, % at 10 µM. 1.2% of 330,000 active. AID 2540; in the data active = inhibition above about 50%
HKDC1 inhibitor: inhibitors of human hexokinase HKDC1; Q2TB90; recombinant HKDC1, G6PDH/diaphorase resazurin coupled fluorescence; inhibition, % at 20 µM; 0.16% of 340,000 active; AID 493160;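 active = inhibition above about 35% when tested at 20 µM, limit read from the data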;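 also: plate controls were DMSO wells with enzyme for no effect and DMSO wells lacking enzyme for full effect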
Target sequence (Q2TB90 whole entry, looked up): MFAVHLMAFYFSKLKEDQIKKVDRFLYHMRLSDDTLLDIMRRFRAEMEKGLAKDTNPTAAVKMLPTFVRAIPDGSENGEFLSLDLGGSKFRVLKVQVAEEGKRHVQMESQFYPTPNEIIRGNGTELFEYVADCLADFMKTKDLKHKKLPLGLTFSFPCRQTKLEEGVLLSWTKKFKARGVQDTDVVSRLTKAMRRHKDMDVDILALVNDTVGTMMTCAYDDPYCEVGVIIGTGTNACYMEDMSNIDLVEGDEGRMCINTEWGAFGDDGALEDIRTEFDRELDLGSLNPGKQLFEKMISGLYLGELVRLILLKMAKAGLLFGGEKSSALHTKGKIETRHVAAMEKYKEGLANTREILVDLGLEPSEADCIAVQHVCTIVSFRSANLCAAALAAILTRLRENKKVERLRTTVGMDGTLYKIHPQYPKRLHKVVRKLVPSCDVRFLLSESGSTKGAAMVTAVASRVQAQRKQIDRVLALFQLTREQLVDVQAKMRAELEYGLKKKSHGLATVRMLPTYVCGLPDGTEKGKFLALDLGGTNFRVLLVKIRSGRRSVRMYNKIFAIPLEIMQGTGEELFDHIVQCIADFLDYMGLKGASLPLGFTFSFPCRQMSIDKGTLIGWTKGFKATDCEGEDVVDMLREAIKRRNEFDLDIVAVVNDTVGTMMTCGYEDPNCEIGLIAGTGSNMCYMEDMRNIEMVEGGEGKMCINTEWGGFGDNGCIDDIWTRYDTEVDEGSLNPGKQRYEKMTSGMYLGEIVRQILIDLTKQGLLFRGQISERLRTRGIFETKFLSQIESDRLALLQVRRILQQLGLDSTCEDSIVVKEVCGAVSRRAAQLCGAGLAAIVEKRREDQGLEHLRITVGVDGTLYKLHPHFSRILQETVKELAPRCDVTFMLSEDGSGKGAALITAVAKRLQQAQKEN
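test system = in-house recombinant HK5 (HKDC1) enzyme | amount = HKDC1 at 5 µg/mL | control set = DMSO-enzyme wells negative, buffer-substituted wells positive | compound = one dose of 20 µM, 1% DMSO | schedule = reaction time 90 min, room temperature, protected from light | technique = resorufin fluorescence at 613 nm | reagent = glucose with 1 mM ATP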
SENP7 block: blocks the human protease SENP7. Q9BQF6. recombinant SENP7, Z-RLRGG-aminoluciferin luminescence, 40 min. inhibition, % at 5 µM. 1.5% of 330,000 active. AID 434973;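 active = inhibition above about 50% at the single test dose, limit read from the data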;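 also: plate controls were DMSO with enzyme for no effect and no enzyme buffer wells for full effect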
SENP6 block: blocks the human protease SENP6 | AID 2599 | Recombinant SENP6 catalytic domain, aminoluciferin luminescence | Q9GZR1 | 1.8% of 330,000 active | inhibition, % at 10 µM;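 active = inhibition above about 50% at the single tested dose, limit read from the data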;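 also: plate controls were DMSO wells with enzyme for no effect and DMSO wells lacking enzyme for full effect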
SENP8 block-2: inhibitors of human SENP8 protease; Q96LD8; recombinant SENP8, Nedd8 substrate fluorescence; inhibition, % at 20 µM; 0.64% of 360,000 active; AID 602440; in the data active = inhibition mostly above about 40%, no sharp cut-off; inactive = mostly below about 27%
MIN6 prolif: inducers of beta-cell replication in MIN6 cells; MIN6 cells proliferation, ATPlite luminescence, 48 h; cells starved in 0.2% serum; 100% = growth in 10% serum; proliferation, % at 10 µM; 0.29% of 330,000 active; AID 2380;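 active = compounds whose signal lies at least 3.5 SD above the mean of all wells on their plate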;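 also: 0% = DMSO-treated cells in low-serum medium and 100% = 10% serum control; some compounds called inactive have numbers as strong as hits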
PfGluPho inh: PfG6PD (Plasmodium falciparum) enzyme inhibition. 0.78% of 350,000 active. AID 504690. inhibition, % at 20 µM. PfGluPho enzyme, NADPH resazurin-diaphorase fluorescence;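 active = inhibition reaching at least a set limit at 20 µM in the primary screen, cut at about 59% in these data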;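 also: 0% = DMSO wells with substrate and 100% = DMSO wells lacking glucose-6-phosphate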
SENP1 inh: SENP1 (human) catalytic domain inhibition; 0.21% of 360,000 active; recombinant SENP1 catalytic domain, CyPet-SUMO1-YPet FRET cleavage; inhibition, % at 10 µM; AID 624204;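 active = inhibition at least 30% at 10 µM, raw YFP signal under a set limit, fluorescence ratio 0.5 to 1.5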;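 also: 0% = enzyme with DMSO and 100% = no enzyme wells; some results filed as inactive read as strong as hits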
Target sequence (Q9P0U3 419-644 limits assumed): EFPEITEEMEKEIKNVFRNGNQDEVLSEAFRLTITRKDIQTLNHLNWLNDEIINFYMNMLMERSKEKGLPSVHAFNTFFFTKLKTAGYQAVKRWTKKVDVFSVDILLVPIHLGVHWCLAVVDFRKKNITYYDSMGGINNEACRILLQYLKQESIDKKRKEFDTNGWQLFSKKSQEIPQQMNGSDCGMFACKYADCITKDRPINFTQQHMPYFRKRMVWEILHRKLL
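Assay system – human recombinant His6-tagged SENP1 catalytic domain enzyme · Input – SENP1 enzyme, 20 pM final · Buffer or medium – Tris pH 8 buffer plus EDTA, NaCl, BME, BSA, NP40, catalase · Schedule – 50 min reaction at room temperature · Technique – FRET read of cyan and yellow fluorescence · Control set – no-enzyme wells low, DMSO-plus-enzyme wells high control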
Numbers without * were called inactive; . = not tested or not shown.

SMILES	UBC13 inh	SENP8 block-1	HKDC1 inhibitor	SENP7 block	SENP6 block	SENP8 block-2	MIN6 prolif	PfGluPho inh	SENP1 inh
COC(=O)c1ccc(SC)cn1	6	1	-5	6	13	1	11*	-7	2
Cc1ccc(C)c(CSc2ccc3nnc(-c4ccccn4)n3n2)c1	-13	-8	7	-5	-17	-81	-2	2	0
CC(C)(C)c1cc(C(=O)C[n+]2ccc(C(=O)NCCCO)cc2)cc(C(C)(C)C)c1O	1	-7	-2	-3	-12	18	-1	6	-9
N#CC(C(N)=O)=C1CCCCC1	6	-5	-4	6	-5	28	-1	7	3
CC(C)(C)OC(=O)N1CCC(c2c(C(=O)N3CCN(C(=O)c4ccco4)CC3)cnn2-c2ccc(F)cc2)CC1	-3	-14	-5	10	-25	36	2	-3	0
O=C(COC(=O)C1CCCC1)NCc1ccc(Cl)cc1	5	-3	-4	5	-4	13	1	-15	2
CN(C)c1cc(-c2ccc([N+](=O)[O-])cc2)oc(=O)c1Cl	-7	-3	2	-5	-8	30	1	6	10
CCOC(=O)c1c(C)[nH]c(C)c1C(=O)COC(=O)/C=C/c1ccccc1[N+](=O)[O-]	9	6	-2	9	4	14	9.1*	23	0
COc1ccc(C2C(C#N)=C(N)Oc3cc(N)ccc32)cc1OC (stereo not drawn)	-6	-5	9	-1	-3	-171	-3	-15	-33
Cc1nc(C)n(C(C)CNS(=O)(=O)c2ccc(Cl)cc2)n1 (stereo not drawn)	1	6	4	1	-11	5	-1	2	1
COc1cccc(C(=O)NCC(=O)OCC(=O)Nc2cc(OC)c([N+](=O)[O-])cc2C)c1	16	-5	-4	1	-8	15	0	-26	2
C=CCNC(=O)[C@@H]1CSC2c3ccc(OC)c(OC)c3C(=O)N21 (stereo partly drawn)	11	-5	1	4	-18	-274	1	-3	-24
CCOC(=O)C1C(=O)CC(C)(O)C(C(=O)OCC)C1c1ccc([N+](=O)[O-])cc1 (stereo not drawn)	2	-1	1	0	-9	46*	-3	-1	5
CC1(C(=O)Nc2nnc(SCc3ccccc3)s2)Cc2ccccc2C(=O)O1 (stereo not drawn)	6	1	-2	7	-4	4	2	-31	0
CC1CCCCC1NC(=S)Nc1cccc(S(=O)(=O)N(C)C)c1 (stereo not drawn)	4	-4	-2	5	-6	13	4	9	2
CCCCNC(=O)C(C)N(CCN(C)C)C(=O)CCCN1C(=O)NC(c2ccc(Cl)cc2)C(C(=O)OCc2ccccc2)=C1C (stereo not drawn)	.	.	-3	-2	.	13	.	10	-2
CC1CCN(CCOc2ccc(OCc3ccccc3)cc2)CC1	7	-2	-2	2	8	5	-2	-14	0
O=C1NN=COc2ccccc21	10	0	-2	7	-3	-40	-2	-18	-1
O=C(CSc1nc2scc(-c3ccccc3)c2c(=O)[nH]1)Nc1ccccc1	-15	-1	0	1	-19	5	-7	-43	0
COc1ccc(C(=O)CC(=O)C(=O)Nc2ccccc2C(F)(F)F)cc1	-15	-1	7	-5	14	-311	-2	-37	-6
Cn1cc(C(=O)N/N=C/c2cccs2)c2ccccc21	-10	-2	12	6	-14	-104	-1	16	1
O=C1CN2Cc3c(ccc(Cl)c3Cl)N=C2N1	1	6	-6	2	11	.	11	1	.
COc1ccc2c(c1)[n+](=O)c(C(C)=O)c(C)n2[O-]	-7	-16	9	-4	-24	-173	-1	10	-3
COc1ccc(C(=O)NCCc2c[nH]c3ccccc23)cc1	10	-5	-2	-8	23	10	-2	0	0

Sorted by formula weight (descending): some entries from above
SMILES	UBC13 inh	SENP8 block-1	HKDC1 inhibitor	SENP7 block	SENP6 block	SENP8 block-2	MIN6 prolif	PfGluPho inh	SENP1 inh
CCCCNC(=O)C(C)N(CCN(C)C)C(=O)CCCN1C(=O)NC(c2ccc(Cl)cc2)C(C(=O)OCc2ccccc2)=C1C (stereo not drawn)	.	.	-3	-2	.	13	.	10	-2
O=C(CSc1nc2scc(-c3ccccc3)c2c(=O)[nH]1)Nc1ccccc1	-15	-1	0	1	-19	5	-7	-43	0
COc1ccc2c(c1)[n+](=O)c(C(C)=O)c(C)n2[O-]	-7	-16	9	-4	-24	-173	-1	10	-3
O=C1NN=COc2ccccc21	10	0	-2	7	-3	-40	-2	-18	-1

(next part)
SMILES	UBC13 inh	SENP8 block-1	HKDC1 inhibitor	SENP7 block	SENP6 block	SENP8 block-2	MIN6 prolif	PfGluPho inh	SENP1 inh
O=C(N/N=C/c1coc2ccccc2c1=O)c1cn(-c2ccccc2)nc1-c1ccc(F)cc1	-10	-1	2	4	10	-15	0	-13	-3
O=C(Nc1cccc2ccccc12)C1CCCC1	8	-3	-4	-1	22	3	-3	-13	3
O=C1CCN(CCc2ccccc2)CCN1[C@H](COc1ccccc1)Cc1ccccc1	17	-3	3	7	-3	26	-8	2	-2
O=C(Nc1ccc(Cl)cc1)C1CCN(C(=O)NC2CCCCC2)CC1	-5	-3	-4	1	-9	17	-5	-16	0
Nc1c(NC2CCCCC2)c2ccccc2oc1=O	10	2	-5	-10	-6	-18	-3	-5	-1
Cc1cccnc1NC(=O)CCNC(=O)c1ccc(Cl)cc1	-2	-11	-3	16	-14	9	2	-1	1
COC(=O)CC1C(=O)NC(C)=C1C(=O)OC (stereo not drawn)	2	-8	.	0	-8	.	0	.	.
COc1ccc(CC(NC(C)=O)C(=O)NC2CCN(C(=O)c3cc(OC)c(OC)c(OC)c3)CC2)cc1 (stereo not drawn)	11	3	-9	-6	-6	15	0	-7	3
COc1cc(C(c2c(C)[nH][nH]c2=O)c2c(C)[nH][nH]c2=O)cc(OC)c1OC	-14	-6	0	-15	-16	28	-1	3	1
O=C(OCN1C(=O)c2ccccc2C1=O)c1cc(S(=O)(=O)N2CCOCC2)ccc1F	-1	0	-2	16	-2	6	-2	6	-1
Cc1ccccc1C(=O)N/N=C1\SCC(=O)N1Cc1ccco1	4	1	-6	-2	-3	-1	-2	-3	1
O=C(CCn1cccc(C(F)(F)F)c1=O)Nc1cccc(C(F)(F)F)c1	1	2	-4	-7	-4	-5	-1	1	0
O=C(c1ccco1)N1CCN(S(=O)(=O)c2ccc(S(=O)(=O)NC3CCCCC3)cc2)CC1	3	5	-13	1	-5	15	-2	-14	1
O=C(COC(=O)c1cncc(Br)c1)NCc1ccccc1Cl	2	-4	2	9	-41	1	-1	-17	-6
O=C(Nc1nn[nH]n1)c1cccc([N+](=O)[O-])c1	10	-1	-7	8	13	2	5	12	0
CC1(C)C2CC=C(/C=N/NC(=O)c3ccccc3O)C1C2 (stereo not drawn)	-4	-11	5	-10	-9	-324	-3	-24	-2
Cn1cc(CN2CCC(C(=O)N3CCCCC3)CC2)c(-c2ccccc2F)n1	0	2	-6	3	-7	7	0	-22	1
CCc1ccc(NC(=O)C2CCN(S(=O)(=O)c3ccc4[nH]c(=O)ccc4c3)CC2)cc1	0	3	1	1	5	3	-3	5	-3
CCOc1cc(C=O)ccc1OCc1cc(=O)n2cc(C)ccc2n1	2	9	5	-5	23	-454	-1	2	-5
O=C(c1cn(-c2ccccc2)nc1-c1cccnc1)N1CCN(S(=O)(=O)c2ccccc2F)CC1	10	0	3	-5	-6	-7	-2	-7	-1
CCc1ccc(NC(=O)COc2coc(CN3CCN(c4ccccc4)CC3)cc2=O)cc1	2	-15	-3	12	-17	11	0	-2	-2
COc1cccc(NC(=O)N2CCC(N3CCCCC3)CC2)c1	6	4	-10	1	8	8	-4	5	0
COCCN(CC(=O)Oc1ccccc1P(=O)(OC)OC)Cc1ccccc1	-4	-1	-4	-1	-16	17	2	3	0
O=C(N/N=C\c1cccs1)c1sccc1-n1cccc1	-10	10	-17	8	-17	-21	-2	34	0

As entered above.
SENP7 block result of `COCCN(CC(=O)Oc1ccccc1P(=O)(OC)OC)Cc1ccccc1` → -1
SENP7 block result of `COc1ccc(C(=O)CC(=O)C(=O)Nc2ccccc2C(F)(F)F)cc1` → -5

(list continues)
SMILES	UBC13 inh	SENP8 block-1	HKDC1 inhibitor	SENP7 block	SENP6 block	SENP8 block-2	MIN6 prolif	PfGluPho inh	SENP1 inh
Cc1cc(Br)c2c(c1)/C(=C/C(=O)c1cccs1)C(=O)N2	-1	-14	12	-10	-14	17	-5	16	2
COc1ccc(NC(=O)C(Cc2ccccc2)n2cccc2)c(OC)c1 (stereo not drawn)	5	0	19	-2	-5	28	2	11	1
CC(C)CNC(=O)[C@@H]1CSC2c3ccccc3C(=O)N21 (stereo partly drawn)	8	3	-2	1	5	13	-2	3	-1
C#CCNC(=O)C1=C[C@H](c2ccc(C(F)(F)F)cc2)C[C@H](OCCCCO)O1	-14	0	1	-3	3	-16	-2	6	-8
CC(C)(C)Cc1nnc(NC(=O)Cc2cccs2)s1	-1	6	-5	4	1	12	2	-3	-31
C=CCn1cccc(C(=O)Nc2ccc(C)c(C)c2)c1=O	-2	5	0	20	15	-4	-1	2	0
O=C(O)C1C2CCC(C2)C1C(=O)NCCc1cccc(Cl)c1 (stereo not drawn)	-2	-1	-8	-3	-5	13	-1	3	0
CN(Cc1nccs1)C(=O)C1CCC(=O)N(Cc2ccccc2F)C1 (stereo not drawn)	2	8	-6	-4	-5	-8	3	1	3
NC(=O)C1CCN(CC(=O)Nc2nc(-c3ccccc3)cs2)CC1	2	8	1	-7	-3	19	1	-3	1
CC(C)c1ccc(-c2nn[nH]n2)cc1	-1	-22	-7	-3	-14	23	-4	-1	2
O=C(Cc1ccc(F)cc1)Nc1ccc2[nH]ncc2c1	6	-10	-6	5	5	11	0	11	2
Brc1ccc(-c2nnc(-c3cccc(Br)c3)o2)cc1	-6	-13	-4	7	-4	-1	-1	-3	1
COCCN(CCOC)S(=O)(=O)c1ccc(Cl)nc1	0	-1	-10	-1	-3	10	0	3	3
CCOc1ncccc1C(=O)Nc1ccc(S(=O)(=O)N2CC(C)CC(C)C2)cc1 (stereo not drawn)	14	-3	-2	4	-2	10	2	-15	0
O=C(NCc1ccc2c(c1)OCO2)c1cc(S(=O)(=O)N2CCCCC2)ccc1F	2	-4	-3	6	4	12	0	-12	0
CC1CCC(NC(=O)c2nn(C)c3c2CSc2ccccc2-3)CC1 (stereo not drawn)	0	-3	-5	6	5	5	-2	10	1
Cc1cc(C)c(C(=O)NCC(=O)c2ccccc2)c(C)c1	20	-10	-3	15	-16	18	-2	-7	0
Cn1c(=O)oc2cc(S(=O)(=O)N3CCC(C(=O)N4CC=C(c5ccccc5)CC4)CC3)ccc21	.	.	3	.	.	13	.	-3	0
CCOc1cc(C(=O)O/N=C(\N)c2ccccn2)cc(OCC)c1OCC	-10	-3	-3	-8	1	6	-2	5	0
CN1C2C=C3C(C#N)=C(N)C(C#N)(C#N)[C@@H](c4ccc(Cl)cc4)[C@@H]3C1CC2 (stereo partly drawn)	6	8	8	7	12	-470	0	-2	-36
Cc1cc(=O)oc2cc(OCc3ccc(S(=O)(=O)N4CCOCC4)cc3)ccc12	3	-17	-5	-3	-4	-141	0	4	5
COc1cccc(C2=NOC(C(=O)NCCCn3ccnc3)C2)c1 (stereo not drawn)	-5	5	-1	14	13	6	-2	2	2
Cc1ccc2c(n1)CC(C)(C)C/C2=N\O	5	3	-6	4	-9	16	-1	8	0
O=C(Nc1cccc(Cl)c1)c1ccc(F)c(S(=O)(=O)NCc2cccs2)c1	8	3	0	11	23	16	-6	11	1
Nc1nc2c(nnn2Cc2ccc(Cl)c(Cl)c2)c(=O)[nH]1	.	.	-5	.	.	-17	.	-7	-6
CCOC(=O)[C@H]1[C@H]2COc3ccc(OC)cc3[C@@H]2N2C(=O)CN(CC3CCCO3)C(=O)[C@@]12C (stereo partly drawn)	3	6	-4	-1	-6	-16	-3	0	0
CC(C)(C)c1cc(NC(=O)CSc2nnc(NCc3ccccc3)s2)n(-c2ccccc2)n1	-12	-8	2	-4	5	13	-3	7	1
